Screening results from PubChem BioAssay.
Anesthetic bind = binds horse apoferritin like a general anesthetic | AID 485281 | apoferritin/1-aminoanthracene competitive binding, fluorescence | Potency, µM (titrated, usually from 77.5 µM), inactives show at the top dose activity change, negative = displacement, actives largely listed as inhibitors | 350,000 compounds, 0.074% hits | P02791; note: potency is the fitted concentration of half-maximal effect; % is set by controls: 0 for no effect and ±100 for the full control effect; nearly all actives have a fitted effect of over 20% in size
Target sequence (P02791 2-175 limits assumed): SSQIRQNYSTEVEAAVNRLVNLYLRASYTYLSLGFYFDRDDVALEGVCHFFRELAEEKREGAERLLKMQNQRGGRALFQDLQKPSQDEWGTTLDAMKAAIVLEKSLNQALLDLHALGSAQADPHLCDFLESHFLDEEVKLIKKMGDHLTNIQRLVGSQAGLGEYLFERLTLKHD
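Horse-spleen apoferritin (10 uM) was mixed with 50% saturated 1-aminoanthracene in PBS, exposed to compounds for 10 min at room temperature, and read for fluorescence (ex 380 nm, em 535 nm). Competitive displacement was fitted with a four-parameter Hill equation.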
POLB inh = blocks human DNA polymerase beta activity | P06746 | Pol beta primer extension/strand displacement, fluorescence kinetic | Potency, µM (highest dose often 114 µM), inactives show at the top dose activity change, negative = inhibition, most hits filed as inhibitors | 340,000 compounds, 1.3% hits | AID 485314; note: potency is the fitted concentration of half-maximal effect; % is set by controls: 0 for no effect and ±100 for the full control effect
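Reaction started by 50 nM substrate onto compound-treated Pol beta (10 nM, 15 min preincubation, room temperature); plates read at 0 min and 10 min. Normalized concentration-effect data fitted by four-parameter Hill equation.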
Pol iota inh = inhibitors of human DNA polymerase iota; Q9UNA4; Pol iota fluorescent replication assay, 10 min; Potency, µM (highest dose often 115 µM), for the others: at the top dose activity, negative = inhibition, usual class: inhibitors; 390,000 compounds, 1% hits; AID 588590; note: potency is the fitted concentration of half-maximal effect
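Fluorescent replication assay read twice, at 0 min and 10 min after adding 50 nM (final) substrate. Enzyme (10 nM) and compounds were first incubated 15 min at room temperature; enzyme-free buffer wells were negative controls.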
Pol kappa inh = blocks human DNA polymerase kappa activity; Q9UBT6; purified Pol kappa, fluorescent DNA synthesis assay, 10 min; Potency, µM (titrated, usually from 107 µM), inactives show top-dose activity, negative = inhibition, hits mostly inhibitors; 400,000 compounds, 0.53% hits; note: potency is the fitted concentration of half-maximal effect; % is set by controls: 0 for no effect and ±100 for the full control effect
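Readout: fluorescence, taken kinetically at 0 and 10 min. Conditions: 10 nM Pol kappa, 15 min RT compound preincubation, 50 nM substrate final. Controls: enzyme-free buffer wells.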
APEX1 inh = inhibitors of human APE1 endonuclease; recombinant APE1, TAMRA/BHQ-2 abasic DNA cleavage fluorescence; Potency, µM (highest dose often 65.8 µM), inactives show top-dose activity change, negative = inhibition, usual class: inhibitors; 350,000 compounds, 0.35% hits; AID 2517;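 note: potency is the fitted concentration of half-maximal effect; plate controls were vehicle for no effect and reference inhibitor for full effect; nearly all actives have a fitted effect of over 55% in size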
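Activity was derived from the fluorescence gain between first and third kinetic reads (60 s intervals, ex 525/em 598 nm) after 50 nM THF-abasic TAMRA/BHQ-2 duplex was added to 0.75 nM APE1 preincubated 15 min with compound.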
BLM helicase inh = blocks DNA unwinding by human BLM helicase; Potency, µM (highest dose often 56.1 µM), inactives show at the top dose activity change, negative = inhibition, hits mostly inhibitors; recombinant BLM DNA unwinding, fluorescence dequenching; 350,000 compounds, 0.2% hits;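 note: potency is the fitted concentration of half-maximal effect; plate controls were vehicle for no effect and no enzyme for full effect; nearly all actives have a fitted effect of over 35% in size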
GRP78 ERSR act = ER stress response induction in glioma. Potency, µM, for the others: at the top dose activation, most hits filed as activators. U87-MG GRP78 promoter luciferase reporter, 16 h. AID 602332. 420,000 compounds, 0.02% hits; note: potency is the fitted concentration of half-maximal effect; series mostly up to about 76 µM; % of control where 0% means no effect; nearly all actives have a fitted effect of over 35% in size
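Stably transfected U87-MG glioma cells carrying a GRP78-based luciferase sensor; 16 h compound incubation. Luminescence end-point read 10 min after Bright-Glo addition at room temperature.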
LDHA inh = LDHA (human) enzyme inhibition; P00338; activity change, % (values are at about 110 or 230 µM); AID 1347041; purified LDHA, NADH/diaphorase-resazurin fluorescence; stronger effect = lower value; 480,000 compounds, 0.15% hits; in the data active = activity change below about -30%; inconclusive = mostly about -25% to -30%;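 note: plate controls were DMSO wells for no effect and wells without enzyme for full effect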
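Human LDH5 (2 nM) was incubated with 0.06 mM NADH and 0.2 mM pyruvate for 5 min at room temperature in Tris pH 7.4. Remaining NADH was coupled through diaphorase/resazurin, and resorufin fluorescence was read at 0 and 20 min.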
POLH inh = DNA polymerase eta (human) inhibition. recombinant Pol eta, fluorescent DNA replication assay. Potency, µM (doses to about 114 µM), without a hit: at the top dose activity change, negative = inhibition, hits mostly inhibitors. 390,000 compounds, 1.2% hits. AID 588591; note: potency is the fitted concentration of half-maximal effect; % is set by controls: 0 for no effect and ±100 for the full control effect
Target sequence (Q9Y253 whole entry, looked up): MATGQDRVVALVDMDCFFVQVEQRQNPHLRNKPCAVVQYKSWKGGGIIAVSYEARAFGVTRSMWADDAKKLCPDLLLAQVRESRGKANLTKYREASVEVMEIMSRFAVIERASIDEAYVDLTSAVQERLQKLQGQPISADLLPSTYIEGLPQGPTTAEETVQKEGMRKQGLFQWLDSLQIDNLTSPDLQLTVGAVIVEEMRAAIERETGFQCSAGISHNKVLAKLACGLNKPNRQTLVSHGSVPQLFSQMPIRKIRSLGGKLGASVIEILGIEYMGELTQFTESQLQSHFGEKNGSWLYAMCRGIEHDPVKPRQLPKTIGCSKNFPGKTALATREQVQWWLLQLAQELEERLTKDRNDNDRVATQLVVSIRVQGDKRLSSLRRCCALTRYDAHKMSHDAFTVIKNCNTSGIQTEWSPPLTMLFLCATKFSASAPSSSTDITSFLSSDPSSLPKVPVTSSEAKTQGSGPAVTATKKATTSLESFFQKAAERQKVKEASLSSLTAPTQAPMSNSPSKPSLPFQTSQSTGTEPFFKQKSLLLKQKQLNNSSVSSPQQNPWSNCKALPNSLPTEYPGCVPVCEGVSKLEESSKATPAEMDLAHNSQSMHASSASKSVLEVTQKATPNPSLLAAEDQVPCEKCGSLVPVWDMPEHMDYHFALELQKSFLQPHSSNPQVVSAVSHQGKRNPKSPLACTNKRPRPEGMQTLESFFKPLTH
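Fluorescent replication assay: 50 nM final substrate added after a 15 min room-temperature compound preincubation with 10 nM enzyme. Signal taken at 0 min and again at 10 min.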
Starred values were filed as active, the others as inactive; ? = inconclusive; . = no result given; & = joins results of further samples; [ ] = remark or other dose. Unless noted, calls come from the whole dose curve; as a rule, active = well fitted curve in the direction sought with a large enough effect; inconclusive = small, poorly fitted or top-dose-only effect, or another doubt; inactive = no such curve, though single readings can be large; an effect the other way counts as inactive or inconclusive. This is a subset; count on the stated rates, not on these rows.

SMILES | Anesthetic bind | POLB inh | Pol iota inh | Pol kappa inh | APEX1 inh | BLM helicase inh | GRP78 ERSR act | LDHA inh | POLH inh
O=C1Cc2cc(CCN3CCN(c4nsc5ccccc45)CC3)c(Cl)cc2N1 | -21% | -1% | . | -3%[60.1 µM] | -1% | -1% | -12% | . | .
CCCc1nc2n[nH]c(N)c2c2c1CCC2 | -11% | 7% | 6% | -5% | 2% | 1% | -3% | -3 | -15%
Cc1ccc(C(=O)NC(C)C(c2cccs2)N2CCCC2)s1 (stereo not given) | -9% | 8% | 172%[activator] | -4% | -2% | -1% | 0% | -5 | -13%
CCCN1C(=O)c2ccccc2NC1c1ccc(Br)cc1 (stereo not given) | -2% | 37% | -25% | -16% | -4% | -4% | -2% | 3 | -3%
CC1(C)C(=O)Nc2ccccc2N1C(=O)CSc1ncccn1 | -7% | ? | 45µM* | ? | -4% | -7% | -3% | -9 | ?
Cc1c(Cl)cccc1S(=O)(=O)N1CCC(C(=O)NNC(=O)C2CC2)CC1 | -4% | 0% | 48%[activator] | -7% | 4% | -1% | -5% | -6 | -18%
OC(CCN1CCOCC1)(c1ccc(Cl)cc1)C1CCCCC1 (stereo not given) | -4% | -15% | 4% | -8% | 5% | -4% | -2% | 0 | -25%
CCS(=O)(=O)N1CCC(C(=O)NCCc2ccc(OC)c(OC)c2)CC1 | -3% | 35% | ? | 13% | 12% | 1% | -3% | -13 | -3%
CCCn1nc(C(=O)NNC(=O)c2cccc(S(=O)(=O)NC(C)C)c2)c2ccccc2c1=O | -18% | 8% | 36%[activator] | -2% | 24% | -1% | 1% | 0 | -12%
CCc1ccc(CNC(=O)c2ccc(CS(=O)c3ccc(Br)cc3)o2)cc1 (stereo not given) | -14% | -23% | 21% | -15% | . | -3% | . | 1 | .
O=C1CCCC2=C1C(c1cccs1)n1nc(SCc3ccccc3F)nc1N2 (stereo not given) | -10% | -19% | -44% | -9% | -5% | -4% | -4% | 5 | -2%
COc1ccc(CNCCC(c2ccc(OC(C)C)cc2)C(C)C)cc1OC (stereo not given) | -15% | 0% | 35% | -15% | 0% | -1% | -4% | -1 | -2%
CCCCCCCCCCCCCCCCOCC(COP(=O)([O-])OCC[N+](C)(C)C)OC (stereo not given) | -3% | . | . | 5%[19.4 µM] | 8%&-3% | -1% | -3% | . | .
N#Cc1ccc(N2Cc3ccccc3C2=NC(=O)c2cccnc2Cl)cc1 | 3% | -27% | 1% | -4% | -4% | -2% | 1% | 11 | -9%
C=CCSc1nc2c(c(=O)n(C)c(=O)n2C)n1CC | -5% | 0% | 3% | -7% | 0% | -2% | -7% | -2 | -6%

Some of these compounds in order of molar mass, ascending.
SMILES | Anesthetic bind | POLB inh | Pol iota inh | Pol kappa inh | APEX1 inh | BLM helicase inh | GRP78 ERSR act | LDHA inh | POLH inh
C=CCSc1nc2c(c(=O)n(C)c(=O)n2C)n1CC | -5% | 0% | 3% | -7% | 0% | -2% | -7% | -2 | -6%
OC(CCN1CCOCC1)(c1ccc(Cl)cc1)C1CCCCC1 (stereo not given) | -4% | -15% | 4% | -8% | 5% | -4% | -2% | 0 | -25%
CCCn1nc(C(=O)NNC(=O)c2cccc(S(=O)(=O)NC(C)C)c2)c2ccccc2c1=O | -18% | 8% | 36%[activator] | -2% | 24% | -1% | 1% | 0 | -12%

Later entries:
SMILES | Anesthetic bind | POLB inh | Pol iota inh | Pol kappa inh | APEX1 inh | BLM helicase inh | GRP78 ERSR act | LDHA inh | POLH inh
CC(Oc1ccc(C#N)cc1)C(=O)Nc1ccc(-n2cnnn2)cc1 (stereo not given) | . | . | 76%[activator] | -2% | 5% | . | -4% | -1 | -21%
Fc1ccc(Br)cc1SCCc1ccncc1 | -5% | ? | 134%[activator] | 4% | 0% | -5% | -5% | 0 | -6%
C=CCc1cccc2cc(C(=O)Nc3ccc(NC(C)=O)cc3)c(=O)oc12 | -8% | -16% | 34%[activator] | -7% | -2% | -15% | -2% | -13 | 15%
O=C(COC(=O)c1cc(=O)[nH]c2ccccc12)Nc1ccc(Cl)c(S(=O)(=O)N2CCOCC2)c1 | . | . | 3% | -7% | . | . | -5% | -2 | -20%
O=C(NC(=S)Nn1cnnc1)c1ccccc1Cl | -2% | 27% | -2% | -1% | -9% | -2% | -1% | -6 | -17%
CCn1nnnc1SCC(=O)N(C1CCCCC1)C1CCCCC1 | -14% | 4% | 24% | 4% | -5% | -2% | -6% | -3 | -7%
Cc1nc2ccc(NC(=O)c3ccco3)cc2s1 | -4% | 2% | 35%[activator] | 7% | 6% | -8% | 4% | -4 | -13%
N#Cc1ccsc1NC(=O)COC(=O)c1ccc(Br)o1 | . | . | 25µM* | -42% | -11% | . | 0% | -6 | ?
CC/C(C)=C1/NC(=O)NC1=O | . | . | -13% | -3% | . | . | -4% | -15 | -10%
COC(CNC(=O)C(=O)Nc1ccc2c(c1)N(S(=O)(=O)c1cccs1)CCC2)OC | . | . | 19% | -9% | -5% | . | -3% | -5 | -10%
O=C(NCc1cccnc1)c1ccc(COc2ccccc2Cl)cc1 | ? | -23% | 21% | -12% | -5% | -2% | 4% | 0 | -17%
COC(C[C@@H](O)[C@@H](C)[C@H](O)COCc1ccccc1)OC | -8% | 16% | -7% | -5% | 1% | 1% | -5% | -3 | -7%
Cn1c(=N)n(CC(O)c2cccc3ccccc23)c2ccccc21 (stereo not given) | -21% | 2% | -4% | -3% | -6% | 26% | -3% | -1 | -20%
CC(=O)OCc1cc2cc(C)ccc2[nH]c1=O | -1% | -1% | -1% | -3% | 1% | 1% | -7% | 0 | -13%
CN(C)c1ccc(CNC(=O)c2cnc3sc(N4CCOCC4)nn3c2=O)cc1 | -7% | 27% | -11% | -11% | . | 0% | -2% | -3 | -9%
CCC(C)(O)c1[nH]c2ccc(C#N)cc2c1C (stereo not given) | -11% | 4% | 6% | -13% | 24% | -2% | 0% | -2 | -7%
O=C(NCc1ccc2c(c1)OCO2)c1ccc2c(c1)N(Cc1cccc(Cl)c1)C(=O)c1ccccc1S2=O (stereo not given) | 1% | -4% | 22% | -6%[60.1 µM] | . | -5% | -4% | -4 | -5%
Cc1ccc(C)c(CN2C(=O)c3ccccc3Sc3ccc(C(=O)NC4CCCC4)cc32)c1 | -2% | 16% | 8% | -6%[60.1 µM] | . | 0% | -1% | 4 | -19%
COc1ccccc1-c1c(C)nn2c(C(F)(F)F)cc(-c3ccccc3)nc12 | -13% | -15% | 8% | -11% | . | -5% | -2% | -4 | -17%
COC(=O)[C@H]1[C@@H](C)N(Cc2ccccc2)C(=O)N[C@H]1c1ccccc1 | . | . | -12% | -12% | -1%[12.4 µM] | -2%[12.4 µM] | -5% | -4 | 0%
CN1C(C(=O)Nc2ccccn2)=C(O)c2ccccc2S1(=O)=O | 1% | -16% | -5%[58.9 µM] | -14%[60.1 µM] | 10% | 0% | -5%&15%&2%&-4%&-3%&-2% | -6 | -3%[57.1 µM]
O=C(CN1CCOCC1)N1CCN(S(=O)(=O)c2ccccc2)C1c1ccccc1 (stereo not given) | -11% | 43% | 11% | -4% | -2% | -2% | -1% | -14 | 1%
Cc1cc(C(=O)O[C@H]2[C@H](Cc3ccccc3)NS(=O)(=O)[C@H]3C[C@@H]4C=C[C@]23O4)ccc1[N+](=O)[O-] | . | . | -12% | 1% | 25% | . | -5% | 0 | -16%
Cc1onc(-c2ccccc2Cl)c1C(=O)NNC(=O)C1CCN(Cc2ccccc2)CC1 | -5% | 0% | 36%[activator] | -3% | 1% | -1% | -3% | -2 | -1%
Cc1cc(NC(=O)c2cccc(S(=O)(=O)N3c4ccccc4CC3C)c2)no1 (stereo not given) | -9% | -10% | ? | -13% | -2% | -7% | 2% | 0 | -5%
O=C(Nc1ccc(SC(F)F)cc1)c1cccc2nc3ccccc3nc12 | -10% | 27% | 10% | -4% | 2% | 1% | -3% | -8 | -2%
CCOc1ccccc1N(CC(=O)N1CCOCC1)S(=O)(=O)c1ccc(SC)cc1 | -3% | -22% | 3% | -11% | 4% | 1% | 0% | 2 | 6%
CC(C)c1ccc(NC(=O)CN(C)S(=O)(=O)c2ccc3c(c2)n(C)c(=O)c(=O)n3C)cc1 | -3% | 9% | 31%[activator] | -3% | . | -1% | -2% | -3 | 15%
C=CCn1c(CC#N)nnc1N1CCOCC1 | 1% | -15% | 31%[activator] | -11% | 5% | -5% | -3% | 12 | -14%
CCSc1oc(-c2ccco2)nc1S(=O)(=O)c1ccccc1 | -14% | 1% | 16% | -12% | 4% | -3% | -1% | 4 | -13%

Brought forward from above: two compounds, then new ones.
SMILES | Anesthetic bind | POLB inh | Pol iota inh | Pol kappa inh | APEX1 inh | BLM helicase inh | GRP78 ERSR act | LDHA inh | POLH inh
C=CCn1c(CC#N)nnc1N1CCOCC1 | 1% | -15% | 31%[activator] | -11% | 5% | -5% | -3% | 12 | -14%
CCSc1oc(-c2ccco2)nc1S(=O)(=O)c1ccccc1 | -14% | 1% | 16% | -12% | 4% | -3% | -1% | 4 | -13%
COc1ccc(CNC(=O)c2cc(-c3ccc(Br)s3)nc3ccccc23)cc1 | -9% | 15% | 39%[activator] | 6% | . | -2% | -1% | -6 | 5%
N#C/C(=C\c1ccc(-c2ccc(C(=O)O)cc2)o1)C(=O)Nc1ccccc1C(=O)O | 3% | ? | ? | 32µM* | . | -7% | 1% | -11 | 11µM*
CCc1cc(=O)oc2cc(OC(C)C(=O)O)c(Cl)cc12 (stereo not given) | 0% | 2% | -17% | -6% | -3% | 0% | -6% | -4&10 | -13%
Cc1cc(NC(=O)CSc2nc3c(cc2C#N)CCC3)no1 | 0% | 34% | 18% | 1% | 14% | -8% | -2% | -5 | -11%
O=C(CN(Cc1ccccc1F)C(=O)c1ccco1)NCc1ccc(F)cc1 | -4% | 16% | 14% | -7% | 12% | -2% | 2% | -5 | -3%
Cc1cccc(C(=O)NCCc2nc3ccccc3n2Cc2ccccc2Cl)c1 | -2% | 6% | 29% | -8% | . | 1% | -3% | -2 | -13%
Cc1ccc(N(CC(=O)NC2CCCC2)C(=O)CCC(=O)Nc2ccccn2)cc1C | 8% | 19% | 16% | 1% | 12% | 1% | -3% | -3 | -24%
